ABHD5-PLIN5 inh: blocks binding of human ABHD5 to perilipin-5 | Q00G26+Q8WTS1 | Split G. princeps luciferase complementation, luminescence, 4 h | inhibition, % at 4 µM | 0.78% of 360,000 active;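 active means inhibition above the mean inhibition across every tested compound plus 3 SD, cut at about 22% in these data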;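 further: 0% = DMSO only wells and the 100% control is not disclosed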
m5-HT2A agonist: mouse HTR2A agonism via beta-arrestin recruitment. CHO-K1 mHTR2A beta-arrestin complementation, luminescence; percent of 30 µM serotonin response. activation, % at 7.6 µM. 0.66% of 360,000 active. AID 624169;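 active means activation above a run cutoff, the mean activation of all tested compounds plus 3 SD, cut at about 14% in these data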;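 further: 0% = plate median of compound wells and 100% = 30 µM serotonin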
Target sequence (P35363 whole entry, looked up): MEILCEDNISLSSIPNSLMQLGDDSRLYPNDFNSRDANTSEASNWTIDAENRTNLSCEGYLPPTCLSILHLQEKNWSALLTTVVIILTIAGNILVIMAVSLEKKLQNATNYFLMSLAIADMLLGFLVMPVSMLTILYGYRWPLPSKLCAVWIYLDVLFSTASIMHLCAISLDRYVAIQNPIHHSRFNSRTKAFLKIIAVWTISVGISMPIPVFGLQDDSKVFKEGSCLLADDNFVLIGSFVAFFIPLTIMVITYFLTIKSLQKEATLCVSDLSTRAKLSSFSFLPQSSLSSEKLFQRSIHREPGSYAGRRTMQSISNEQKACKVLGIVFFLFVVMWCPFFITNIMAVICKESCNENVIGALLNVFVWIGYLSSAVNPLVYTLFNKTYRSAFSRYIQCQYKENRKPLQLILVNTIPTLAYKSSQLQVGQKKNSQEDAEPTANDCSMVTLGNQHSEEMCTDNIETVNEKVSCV
Granule exo inh: lytic granule exocytosis inhibition; TALL-104 LAMP-1 surface exposure, flow cytometry; cells stimulated with thapsigargin and PMA; inhibition, % at 10 µM; 0.66% of 360,000 active; AID 651702;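 active means inhibition above about 55%, limit read from the data; inconclusive means no clear call, values can overlap the other calls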
ABCB6 inh MLPCN: human ABCB6 transporter inhibition | K562-ABCB6 porphyrin accumulation, flow cytometry, 1 h; hits give low values | fluorescence ratio to DMSO, % at 10 µM | 0.19% of 360,000 active | AID 602162;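 active means fluorescence ratio to DMSO below 75%, the collection mean minus 3 SD; inconclusive means too few cells collected in the well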;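 further: signal is porphyrin accumulated inside mitochondria; 100% equals median channel fluorescence of DMSO control wells; lower ratio means ABCB6 inhibition with less porphyrin fluorescence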
H9c2 protect: modulators protecting cardiomyocytes from myocardial damage; H9c2 cardiomyocytes, H2O2 injury protection, ATPLite, 2 h; protection from H2O2 cell death, % at 20 µM; 0.63% of 360,000 active;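 active means compounds giving at least 50% protection of heart cells from peroxide-induced death in the single-dose screen, raw or plate-pattern-corrected value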;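 further: 0% = DMSO wells with peroxide and 100% = DMSO wells without peroxide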
MC4R ag barr: human MC4R agonism via beta-arrestin. P32245. U2OS MC4R beta-arrestin complementation, luminescence; percent of melanotan II response, DMSO zero. activation, % at 8.9 µM. 0.98% of 360,000 active. AID 540308;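 active means activation above a per-plate cutoff, the mean activation of sample wells on that plate plus 3 SD, cut at about 8% in these data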
Target sequence (P32245 whole entry, looked up): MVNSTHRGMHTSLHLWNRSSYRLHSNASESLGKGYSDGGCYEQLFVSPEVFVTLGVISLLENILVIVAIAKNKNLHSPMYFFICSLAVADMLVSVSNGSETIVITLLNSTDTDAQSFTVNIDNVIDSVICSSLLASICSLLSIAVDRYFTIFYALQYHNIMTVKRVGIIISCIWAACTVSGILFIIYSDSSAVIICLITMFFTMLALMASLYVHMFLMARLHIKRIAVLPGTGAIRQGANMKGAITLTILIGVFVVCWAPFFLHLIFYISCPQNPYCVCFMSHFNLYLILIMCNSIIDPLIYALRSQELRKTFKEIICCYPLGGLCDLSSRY
N-glyco inh: blocks N-linked glycosylation in D54 reporter cells. D54 ERlucT glycosylation luciferase reporter, 24 h; percent of 100 nM tunicamycin response. reporter increase, % at 12.5 µM. 0.23% of 360,000 active;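 active means mean luciferase reporter signal, scaled so untreated is 0 and the glycosylation-blocking control 100, at or above a set limit in every replicate; inconclusive means mean reaches the limit but not every replicate does; inactive means mean below the limit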;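 further: luciferase carries N-glycosylation sites so blocking glycosylation raises the light; 0% = median of neutral control wells and 100% = median of 100 nM tunicamycin wells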
MC4R antagonist: blocks human MC4R cAMP signaling | P32245 | MC4R-expressing cells, MTII-stimulated cAMP, LANCE TR-FRET | inhibition, % at 6.5 µM | 0.48% of 360,000 active | AID 540295;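 active means inhibition above its plate's cutoff, the mean of tested wells on that plate plus 3 SD, cut at about 29% in these data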;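 further: 0% = Melanotan II alone and 100% = Melanotan II plus saturating MCL0020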
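Assay system: U2OS-MC4R stable cell line; Also added: Melanotan II; Technique: Eu-cAMP/anti-cAMP TR-FRET, emission 671 nm; Times: 30-min compound, 1-h challenge, 1-h detection, room temperature.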
aDG glyco up: alpha-DG glycosylation activation; 0.22% of 360,000 active; Pro5-aDG cells, alpha-DG glycosylation AlphaScreen (IIH6); 0% Pro5, 100% B10-LARGE cell signal; activation, % at 10 µM;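 active means activation of at least 8% versus controls, or a plate z-score of at least 8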;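 further: Pro5 are CHO cells carrying HIG-tagged alpha-DG that lacks glycosylation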
hiPSC survival: hiPSC single-cell survival enhancement. ATPlite luminescence; 100% = ROCK inhibitor wells, 0% = DMSO. survival enhancement, % at 20 µM. 0.044% of 360,000 active. AID 602274; in the data active means survival enhancement above about 18%;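 further: cells exposed to compounds for 16 hours before the ATP read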
* = called active by the depositor; ? = inconclusive; · = no result given.

SMILES | ABHD5-PLIN5 inh | m5-HT2A agonist | Granule exo inh | ABCB6 inh MLPCN | H9c2 protect | MC4R ag barr | N-glyco inh | MC4R antagonist | aDG glyco up | hiPSC survival
Nc1[nH]c(=O)[nH]c(=O)c1N=Nc1ccc(C(=O)O)cc1 | 3 | -3 | 1 | 106 | 3 | -0.8 | -1 | -6 | -0.1 | -0.4
CCC(C)Sc1ccc([C@H]2N[C@@](C)(C(=O)OC)[C@H]3C(=O)N(C)C(=O)[C@@H]23)cc1 (stereo partly drawn) | 2 | -7 | -7 | 101 | 2 | 1.1 | 1 | 4 | 0.1 | 2.1
O=[N+]([O-])c1ccc(Nc2nccc(Cl)n2)cc1 | 0 | -6 | -16 | 98 | -6 | -2.6 | 3 | 15 | 0.2 | 0.1
COc1ccccc1OCCNC(=O)c1ccc(C(C)(C)C)cc1 | 1 | -1 | 5 | 101 | -4 | -0.6 | -3 | 6 | 0.0 | -0.4
O=C(/C=C/c1c(F)cccc1Cl)c1ccc(F)cc1 | 31* | -1 | -8 | 111 | -14 | -1.1 | 7 | 16 | 0.7 | -2.9
NC(=O)c1c(N)[nH]c(C(=O)c2ccccc2)c1-c1ccccc1Br | -14 | 7 | -8 | 121 | · | · | · | · | -0.3 | 0.1
COc1ccc(NC(=O)c2sccc2-n2cccc2)cc1 | 5 | 5 | 1 | 98 | -4 | -1.4 | 0 | 7 | -0.1 | -0.7
CCOc1ccc(N(C(=O)c2snc(C(N)=O)c2N)C(C(=O)NC2CCCC2)c2ccncc2)cc1 (stereo not drawn) | 0 | 4 | -5 | 96 | 1 | -1.3 | 6 | 3 | 0.1 | -0.7
COc1cc(/C=N/NC(=O)C(=O)NCC2CCCO2)ccc1O (stereo not drawn) | 17 | 3 | -3 | 101 | -1 | -0.2 | -1 | 1 | -0.3 | 0.2
O=C(CSc1n[nH]c(=O)n1C1CC1)Nc1ccccc1 | -5 | -1 | -1 | 99 | 3 | -2.9 | 0 | 7 | -0.2 | -0.6
O=C(CCc1c[nH]c2ccccc12)NCC(=O)Nc1ccc(F)c(F)c1F | -5 | -2 | 2 | 102 | 0 | -2.2 | 0 | 14 | -0.1 | 0.1
CCC(C)NC(=O)C1CCC(=O)N1Cc1ccc(C)cc1 (stereo not drawn) | 2 | -1 | 5 | 103 | 11 | -1.3 | 0 | 10 | -0.3 | 6.1
O=C(CCC(=O)NNC(=O)COc1ccc(Br)cc1)NCc1ccccc1 | 3 | -1 | -1 | 99 | -2 | -1.3 | 1 | -9 | -0.2 | 1.6
O=C(CSc1ncccn1)N/N=C/c1ccccc1[N+](=O)[O-] | -3 | -4 | 10 | 97 | 4 | 1.2 | 0 | 9 | -0.1 | -0.6
Cc1cccc(N(NC(=O)C(C)(C)O)C(=O)c2ccccc2)c1 | -7 | 1 | 2 | 99 | 5 | -0.8 | 0 | 3 | 0.0 | 1.4
CNc1ccccc1C(C)(C)c1cc(C)[nH]n1 | -7 | 1 | 6 | 102 | 6 | -2.5 | 0 | 8 | -0.4 | -2.0
COc1ccc2nc(/N=C(\N)NC(=O)Nc3ccccc3)nc(C)c2c1 | -6 | 0 | -1 | 100 | 13 | -2.0 | 4 | -3 | 0.1 | 0.9
CCN1CCN(C(=S)c2ccc(Br)cc2)CC1 | -11 | -8 | -2 | 100 | 0 | -2.4 | 0 | -3 | 0.0 | -0.9
COc1ccc(CCNC(=S)Nc2ccc(S(=O)(=O)Nc3ncccn3)cc2)cc1OC | 1 | -2 | -4 | 99 | 5 | -1.1 | 0 | 0 | 0.0 | -0.3
Cc1cc(C(=O)OCc2nc3ccccc3s2)c(C)o1 | -2 | 2 | -3 | 121 | 7 | 2.7 | -1 | 7 | -0.1 | 1.8
Cc1ccc(S(=O)(=O)N2CCCC2C(=O)N(C)Cc2cccs2)cc1 (stereo not drawn) | 1 | 1 | -3 | 90 | -3 | -1.4 | 1 | 1 | -0.1 | 0.9
CCN(C(=O)c1cccc(S(=O)(=O)N2CCc3ccccc32)c1)C1CCS(=O)(=O)C1 (stereo not drawn) | 6 | 0 | -8 | 96 | 2 | 0.1 | 2 | 1 | 1.4 | 0.0
COc1ccc(S(=O)(=O)NC(C)C(=O)NC2CC2)cc1C (stereo not drawn) | -3 | 1 | -1 | 99 | -4 | -0.8 | 2 | -1 | 0.0 | -0.2
CCOC(=O)C1(Cc2cccc(F)c2)CCN(Cc2c(C)nn(CC)c2C)CC1 | -6 | -1 | -1 | 96 | -10 | -2.8 | -3 | -1 | 0.5 | -0.5
COc1cc2c(cc1OC)CN(S(=O)(=O)c1ccccc1F)CC2 | 9 | -7 | -4 | 93 | 5 | -1.6 | 0 | 6 | -0.1 | -0.1
Cc1ccc(S(=O)(=O)Nc2cccc(C(=O)NCC(c3ccc(F)cc3)N3CCOCC3)c2)cc1 (stereo not drawn) | -3 | -7 | -4 | 94 | 2 | -4.0 | -1 | 4 | -0.1 | -0.2
CCCC[C@H]1COCCS(=O)(=O)N1Cc1cccc(F)c1 | -6 | 0 | 1 | 100 | -2 | 3.1 | 2 | 5 | -0.1 | 2.2
CC(C)(C)OC(=O)N1CCC(C(=O)N2CCCCCC2)CC1 | -2 | 8 | -3 | 101 | 12 | -2.6 | -1 | 7 | 0.0 | 0.4
OCCNCCOc1ccccc1-c1ccccc1 | 0 | 5 | -2 | 77 | 3 | -1.4 | -2 | 0 | 0.6 | -1.9
Cc1ccc2oc(C(=O)N(Cc3ccncc3)CC3CCCO3)c(C)c2c1 (stereo not drawn) | -3 | -3 | 3 | 101 | -3 | -4.2 | 0 | 4 | 0.3 | -0.6
O=C(OCCN1C(=O)c2ccccc2C1=O)c1ccco1 | 9 | 3 | -2 | 107 | 3 | 1.1 | 1 | 2 | 0.0 | -3.1
Cc1ccc(OCC(O)CN2CCN(c3ccc(C)cc3)CC2)cc1 (stereo not drawn) | 5 | -8 | 9 | 94 | -2 | 3.2 | 0 | 11 | 0.0 | 0.3
CC1CC(C)CN(C(=O)COC(=O)c2cc([N+](=O)[O-])ccc2N2CCOCC2)C1 (stereo not drawn) | -6 | -1 | -10 | 96 | 4 | -2.8 | -2 | -20 | 0.1 | -0.3
CCOc1ccc(C(=O)N[C@H](C(=O)N2CCN(c3ncccn3)CC2)C(C)C)cc1 | 1 | -1 | -1 | 103 | 0 | 0.9 | 0 | 12 | -0.1 | 0.1
O=C1C=C(c2ccc(CO)cc2)C[C@@H](c2ccc(F)cc2)C1 | -1 | -2 | 11 | 106 | 2 | -0.6 | -3 | 0 | -0.3 | -1.3
Cc1cc(C)n2c(SCC(=O)Nc3ccccc3)nnc2n1 | 1 | 4 | 0 | 101 | 2 | -1.1 | -4 | 2 | 0.7 | 0.3
CC(OC(=O)CCN=C1NS(=O)(=O)c2ccccc21)C(=O)Nc1ccc(S(N)(=O)=O)cc1 (stereo not drawn) | -1 | 1 | -1 | 106 | 4 | -1.2 | -1 | 4 | -0.1 | -0.4
COc1ccc([N+](=O)[O-])c(OC)c1C(=O)NC(=O)Nc1c(C)cccc1C | 1 | 2 | 5 | 96 | -2 | -0.7 | 2 | 1 | 0.0 | -0.4
CCCN(CC(=O)Nc1ccccc1OC)C(=O)CCC(=O)c1ccc(OCC)cc1 | -2 | -6 | -10 | 99 | 3 | -2.2 | -2 | 1 | 0.1 | -0.4
CC1=CS(=O)(=O)CC1Sc1ncn[nH]1 (stereo not drawn) | 4 | 5 | 2 | 91 | -5 | -1.2 | -1 | 0 | -0.2 | 1.7
CCO[C@@H]1OC(C(=O)N2CCN(Cc3ccc4c(c3)OCO4)CC2)=C[C@H](C)[C@H]1CCCO | -2 | 0 | -12 | 96 | 0 | 0.5 | 0 | 2 | -0.2 | -0.5
COc1ccccc1NC(=O)CN1CCC(C(=O)c2ccc(F)cc2)CC1 | 0 | -6 | 0 | 104 | -1 | -0.9 | -3 | 16 | 0.2 | 4.7
O=C(N=C1SC2CS(=O)(=O)CC2N1c1ccc(Cl)cc1Cl)C1CC1 (stereo not drawn) | -2 | -2 | -3 | 102 | 2 | -0.7 | -1 | 4 | 0.0 | -0.5
COc1cccc(NC(=O)c2nc3nc(C)cc(C(F)F)n3n2)c1 | -5 | 0 | -4 | 100 | 10 | 1.8 | -1 | 3 | 0.1 | 5.6
O=C(N/N=C1\C2CN3CCN(C2)CC1(c1ccccc1)C3)Nc1ccccc1 | 1 | 1 | -2 | 99 | -1 | -0.2 | 2 | 21 | -0.3 | 1.5
Cc1onc(-c2ccccc2)c1C(=O)NCc1ccc(F)cc1 | 2 | 1 | 3 | 101 | 8 | -1.0 | -2 | -5 | 0.0 | 0.9
Cn1ncc2c(NNC(=O)c3ccc(O)cc3)ncnc21 | -4 | 1 | 2 | 100 | -4 | -5.6 | 1 | 13 | -0.3 | 2.9
COc1ccc(-c2nc(SC(CC(=O)NCc3ccccc3)c3ccc(OC)c(OC)c3)n[nH]2)cc1 (stereo not drawn) | -10 | -8 | 1 | 81 | 7 | -1.0 | -1 | 5 | 0.2 | -0.9
COc1ccc(CC(=O)NCc2nc(-c3ccccc3)no2)cc1 | -3 | -1 | ? | 102 | 9 | -1.0 | 3 | 9 | 0.1 | 1.1

Six entries drawn at random from those above, as already listed:
SMILES | ABHD5-PLIN5 inh | m5-HT2A agonist | Granule exo inh | ABCB6 inh MLPCN | H9c2 protect | MC4R ag barr | N-glyco inh | MC4R antagonist | aDG glyco up | hiPSC survival
O=C(N=C1SC2CS(=O)(=O)CC2N1c1ccc(Cl)cc1Cl)C1CC1 (stereo not drawn) | -2 | -2 | -3 | 102 | 2 | -0.7 | -1 | 4 | 0.0 | -0.5
CC1=CS(=O)(=O)CC1Sc1ncn[nH]1 (stereo not drawn) | 4 | 5 | 2 | 91 | -5 | -1.2 | -1 | 0 | -0.2 | 1.7
COc1ccccc1NC(=O)CN1CCC(C(=O)c2ccc(F)cc2)CC1 | 0 | -6 | 0 | 104 | -1 | -0.9 | -3 | 16 | 0.2 | 4.7
CCO[C@@H]1OC(C(=O)N2CCN(Cc3ccc4c(c3)OCO4)CC2)=C[C@H](C)[C@H]1CCCO | -2 | 0 | -12 | 96 | 0 | 0.5 | 0 | 2 | -0.2 | -0.5
COc1ccc([N+](=O)[O-])c(OC)c1C(=O)NC(=O)Nc1c(C)cccc1C | 1 | 2 | 5 | 96 | -2 | -0.7 | 2 | 1 | 0.0 | -0.4
CC(OC(=O)CCN=C1NS(=O)(=O)c2ccccc21)C(=O)Nc1ccc(S(N)(=O)=O)cc1 (stereo not drawn) | -1 | 1 | -1 | 106 | 4 | -1.2 | -1 | 4 | -0.1 | -0.4
